# SENP8 block-1 – blocks the human protease SENP8; Q96LD8; purified SENP8, Z-RLRGG-aminoluciferin cleavage, luminescence; inhibition, % at 10 µM; actives 1.2% (n = 330,000); AID 2540; in the data active means inhibition above about 50%
# MIN6 prolif – MIN6 beta-cell proliferation induction; AID 2380; MIN6 cells proliferation, ATPlite luminescence, 48 h; cells starved in 0.2% serum; 100% = growth in 10% serum; actives 0.29% (n = 330,000); proliferation, % at 10 µM;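 active means compounds whose signal lies at least 3.5 SD above the mean of all wells on their plate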;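 further: 0% = DMSO-treated cells in low-serum medium and 100% = 10% serum control; some compounds called inactive have numbers as strong as hits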
# SENP1 inh – inhibitors of human SENP1 SUMO protease catalytic domain. Q9P0U3. recombinant SENP1 catalytic domain, CyPet-SUMO1-YPet FRET cleavage. inhibition, % at 10 µM. actives 0.21% (n = 360,000);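 active means inhibition at least 30% at 10 µM, raw YFP signal under a set limit, fluorescence ratio 0.5 to 1.5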;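 further: 0% = enzyme with DMSO and 100% = no enzyme wells; some results filed as inactive read as strong as hits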
#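 Assay system – human recombinant His6-tagged SENP1 catalytic domain enzyme · Input – SENP1 enzyme, 20 pM final · Buffer or medium – Tris pH 8 buffer plus EDTA, NaCl, BME, BSA, NP40, catalase · Schedule – 50 min reaction at room temperature · Technique – FRET read of cyan and yellow fluorescence · Control set – no-enzyme wells low, DMSO-plus-enzyme wells high control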
# HKDC1 inh – inhibitors of human hexokinase HKDC1 | AID 493160 | recombinant HKDC1, G6PDH/diaphorase resazurin coupled fluorescence | inhibition, % at 20 µM | actives 0.16% (n = 340,000) | Q2TB90;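 active means inhibition above about 35% when tested at 20 µM, limit read from the data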;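 further: plate controls were DMSO wells with enzyme for no effect and DMSO wells lacking enzyme for full effect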
# Target sequence (Q2TB90 whole entry, looked up): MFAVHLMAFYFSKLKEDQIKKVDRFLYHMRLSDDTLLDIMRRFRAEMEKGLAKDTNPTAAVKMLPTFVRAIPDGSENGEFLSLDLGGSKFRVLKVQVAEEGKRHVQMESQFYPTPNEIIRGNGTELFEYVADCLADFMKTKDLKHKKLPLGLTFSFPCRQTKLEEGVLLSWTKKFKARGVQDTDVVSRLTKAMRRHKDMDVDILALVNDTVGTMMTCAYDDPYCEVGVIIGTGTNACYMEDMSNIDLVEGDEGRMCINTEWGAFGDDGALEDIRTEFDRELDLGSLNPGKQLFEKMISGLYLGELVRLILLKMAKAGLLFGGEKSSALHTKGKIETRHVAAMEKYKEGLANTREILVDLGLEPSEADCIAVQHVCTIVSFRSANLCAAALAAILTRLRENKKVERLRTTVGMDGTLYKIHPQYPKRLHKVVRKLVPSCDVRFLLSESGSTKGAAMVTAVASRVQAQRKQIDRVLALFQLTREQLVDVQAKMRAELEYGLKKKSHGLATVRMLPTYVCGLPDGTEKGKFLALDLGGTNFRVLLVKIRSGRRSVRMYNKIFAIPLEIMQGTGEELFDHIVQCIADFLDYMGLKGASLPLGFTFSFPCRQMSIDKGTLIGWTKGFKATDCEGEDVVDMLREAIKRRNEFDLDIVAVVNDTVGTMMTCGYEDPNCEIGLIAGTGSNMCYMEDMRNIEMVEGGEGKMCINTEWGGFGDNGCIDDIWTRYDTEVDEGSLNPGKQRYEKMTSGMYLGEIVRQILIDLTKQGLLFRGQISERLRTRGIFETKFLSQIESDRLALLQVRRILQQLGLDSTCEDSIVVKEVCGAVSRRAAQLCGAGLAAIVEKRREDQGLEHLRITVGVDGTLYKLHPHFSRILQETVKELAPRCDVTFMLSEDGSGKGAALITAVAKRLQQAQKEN
#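 Incubation: 90 min at room temperature in dark / Material: recombinant HKDC1 (HK5) hexokinase enzyme, produced in-house / Quantity: enzyme 5 µg/mL final / Compound: one dose of 20 µM, 1% DMSO / Reagent: glucose and ATP substrates / Buffer or medium: Tris pH 8.0 buffer with MgCl2, Tween-20, BSA, BME / Technique: resorufin fluorescence at 613 nm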
# SENP7 block – blocks the human protease SENP7; actives 1.5% (n = 330,000); Q9BQF6; recombinant SENP7, Z-RLRGG-aminoluciferin luminescence, 40 min; inhibition, % at 5 µM; AID 434973;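 active means inhibition above about 50% at the single test dose, limit read from the data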;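 further: plate controls were DMSO with enzyme for no effect and no enzyme buffer wells for full effect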
# UBC13 inh – blocks human UBC13 polyubiquitin chain formation; TR-FRET; inhibition, % at 20 µM; actives 0.47% (n = 330,000); AID 485273; in the data active means inhibition above about 45%, passing the limit was not always enough
# Target sequence (P61088 whole entry, looked up): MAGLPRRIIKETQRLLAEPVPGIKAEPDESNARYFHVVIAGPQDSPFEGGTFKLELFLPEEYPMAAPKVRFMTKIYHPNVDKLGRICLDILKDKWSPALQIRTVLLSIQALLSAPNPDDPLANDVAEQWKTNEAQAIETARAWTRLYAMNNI
# SENP8 block-2 – blocks human SENP8 cleavage of Nedd8 substrate; Q96LD8; inhibition, % at 20 µM; actives 0.64% (n = 360,000); AID 602440; recombinant SENP8, Nedd8 substrate fluorescence; in the data active means inhibition mostly above about 40%, no sharp cut-off; inactive means mostly below about 27%
# SENP6 inh – inhibitors of human SENP6 protease; Q9GZR1; Recombinant SENP6 catalytic domain, aminoluciferin luminescence; inhibition, % at 10 µM; actives 1.8% (n = 330,000);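 active means inhibition above about 50% at the single tested dose, limit read from the data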;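 further: plate controls were DMSO wells with enzyme for no effect and DMSO wells lacking enzyme for full effect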
# PfGluPho inh – PfG6PD (Plasmodium falciparum) enzyme inhibition; PfGluPho enzyme, NADPH resazurin-diaphorase fluorescence; inhibition, % at 20 µM; actives 0.78% (n = 350,000); AID 504690;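 active means inhibition reaching at least a set limit at 20 µM in the primary screen, cut at about 59% in these data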;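 further: 0% = DMSO wells with substrate and 100% = DMSO wells lacking glucose-6-phosphate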
# * = called active by the depositor; . = not tested or not shown.
# Below each SMILES: SENP8 block-1 | MIN6 prolif | SENP1 inh | HKDC1 inh | SENP7 block | UBC13 inh | SENP8 block-2 | SENP6 inh | PfGluPho inh
1) CCOC(=O)C1=C(O)C(Nc2nc3ccccc3s2)(C(F)(F)F)N=C1C (stereo not given)
→ -2 | -2 | 2 | 0 | -5 | -3 | 23 | 11 | -7
2) CC1CN(CCOCCSc2ccccc2)CC(C)O1 (stereo not given)
→ 1 | 0 | 3 | -6 | -2 | 8 | 19 | -11 | -2
3) CCOC(=O)c1oc2ccccc2c1NC(=O)c1ccc(Cl)s1
→ -5 | 4 | 3 | -3 | -4 | 28 | -33 | -12 | 13
4) CCN(CC(=O)NCc1cccs1)C(=O)/C=C/c1cc(OC)c(OC)c(OC)c1
→ 12 | 3 | 2 | -3 | 3 | 0 | -248 | 5 | 15
5) COCCNC(=S)N(CCCO)Cc1cc2cc3c(cc2[nH]c1=O)OCCO3
→ 7 | 0 | 3 | -6 | -5 | 2 | -440 | 10 | 4
6) COc1cc(OC)c(NC(=O)[C@@H]2CCC(=O)N2C2OC(=O)c3c2ccc(OC)c3OC)cc1Cl (stereo not given in full)
→ 1 | -3 | -3 | -5 | -10 | 1 | 51* | -2 | 6
7) O=C(Nc1ccc(S(=O)(=O)N2CCOCC2)cc1)c1ccccc1
→ -1 | 1 | 0 | -3 | -3 | 7 | 12 | 3 | -3
8) Cc1cc(C)cc(NC(=O)C(OC(=O)c2ccc([N+](=O)[O-])o2)c2ccccc2)c1 (stereo not given)
→ 5 | 0 | -6 | 3 | 9 | -12 | 3 | 19 | 15
9) COc1ccccc1N1CCN(C(=S)NC(=O)/C=C/c2ccc(F)cc2)CC1
→ 8 | -4 | -1 | 2 | -3 | 0 | 17 | 5 | 4
10) Cc1ccc(C(=O)NCC(=O)OCC(=O)c2ccc(Cl)s2)cc1
→ -3 | 3 | 3 | -2 | -4 | -1 | 4 | -4 | 6
11) COc1ccc(-c2ccc([C@H]3[C@H]4C=CC[C@@H](C)[C@@H]4C(=O)N3Cc3ccccc3)c(F)c2)cc1
→ -3 | -8 | -1 | 0 | 3 | -8 | -6 | -2 | 5
12) CCOC(=O)C1=C(CP(=O)(c2ccccc2)c2ccccc2)NC(=O)NC1c1ccc(OC)cc1 (stereo not given)
→ -5 | 0 | 0 | 0 | 0 | -7 | 18 | 3 | -13
13) Cc1ccccc1NC(=O)C1Cc2ccccc2CN1C(=O)c1ccco1 (stereo not given)
→ -2 | -2 | -9 | 1 | -4 | 0 | -8 | -13 | 17
14) O=C(c1ccc(S(=O)(=O)N2CCOCC2)cc1)N1CCc2ccccc2C1
→ -8 | 0 | 2 | -6 | -13 | -11 | 19 | -16 | 1
15) CC(=O)Nc1cccc(Oc2ncccc2[N+](=O)[O-])c1
→ 1 | -2 | 1 | -3 | -4 | -4 | 18 | -6 | 1
16) O=C(O)CCCC(=O)NCc1ccccn1
→ -5 | 1 | 2 | -2 | -9 | -7 | 5 | -17 | -3
17) CN1CCc2nc(NC(=O)COc3ccc4ccccc4c3)sc2C1
→ -2 | -7 | -164 | 2 | -1 | 9 | -46 | 1 | 9
18) Cc1ccc(S(=O)(=O)N(C)c2ccc(OCC(=O)Nc3ccc(C(=O)N(C)C)cc3)cc2)cc1C
→ -3 | -1 | 2 | 0 | -9 | 4 | 12 | 3 | -11
19) CCOC(=O)C(C)N1C(=O)S/C(=C/c2cc(C)n(-c3ccncc3)c2C)C1=O (stereo not given)
→ -3 | 0 | -24 | -4 | 6 | -3 | -79 | -15 | 13
20) Cc1ccccc1OCC(=O)OC(C)CN1CCN(C)CC1 (stereo not given)
→ -1 | -2 | 2 | 0 | 3 | 1 | 13 | 3 | 8
21) [O-]/C(=C(\C(=S)Nc1cccc2ccccc12)[n+]1ccccc1)c1ccc2c(c1)OCCO2
→ 5 | -5 | -54 | 8 | 6 | -5 | -38 | 16 | 50
22) COc1ccc(C(=O)N/C(=C\c2cccc([N+](=O)[O-])c2)C(=O)Nc2cccc(C(=O)O)c2)cc1
→ -9 | 0 | -30 | -9 | 2 | -7 | -5 | -7 | -31
23) Fc1ccc(COc2ccc3ccccc3c2CNc2nn[nH]n2)cc1
→ -2 | 5 | 3 | -7 | 0 | 5 | 8 | -11 | 5
24) Cc1ccc(N(CC(=O)N2CCCC2)S(C)(=O)=O)c(C)c1
→ -4 | 0 | -1 | -2 | -1 | 7 | 6 | -3 | 3
25) CC(C)(C)OC(=O)NCc1ccc(CNC(=O)c2nc[nH]c2C(=O)N2CCN(C(=O)OC(C)(C)C)CC2)cc1
→ 7 | -4 | -18 | -5 | -8 | 4 | 18 | 6 | 18
26) CCC(C)[C@H]1CN=C(N)N1CCc1cccc2ccccc12 (stereo not given in full)
→ -14 | -9 | 0 | -4 | -9 | 45* | 14 | 0 | 34
27) COC(=O)c1ccc(S(=O)(=O)N2C3CCC2CC(NC(=O)NC2CCCCC2)C3)cc1 (stereo not given)
→ . | . | 1 | 1 | . | . | 2 | . | 13
28) Cc1c(CN2CCN(CC(C)C)C(CCO)C2)[nH]c2ccc(Cl)cc12 (stereo not given)
→ -8 | -2 | -4 | -3 | -3 | -1 | -32 | -5 | 6
29) CCCCOC(=O)Nc1nnc(SCCOc2ccc(C)cc2)s1
→ 4 | -4 | 3 | -6 | 1 | 12 | 19 | -2 | -26
30) c1ccc(Cn2nnnc2C(c2cccs2)N2CCc3ccccc3C2)cc1 (stereo not given)
→ -6 | -4 | 2 | -1 | 7 | 3 | 12 | -9 | 4
31) CSCCC(NC(=O)COc1ccccc1)C(=O)N1CCN(C(C)=O)CC1 (stereo not given)
→ 3 | 0 | 1 | -6 | -5 | 0 | 0 | -3 | 6
32) CN(C)CCNC(=O)C(=O)c1c(-c2ccccc2)cc2ccccn12
→ -8 | 0 | -1 | -13 | 10 | -1 | 11 | 0 | -5
33) C#CCNC(=O)C1=C[C@@H](c2ccc3c(c2)OCO3)C[C@@H](OCCCCO)O1
→ -6 | -4 | -5 | 4 | 8 | -14 | -183 | 4 | 16
34) CN(Cc1ccc(F)cc1)Cc1nc(-c2cnccn2)no1
→ -5 | -4 | 0 | -12 | -2 | 1 | 6 | -6 | -1
35) NS(=O)(=O)c1ccc(SCc2ccccc2)nc1
→ -8 | -2 | 3 | 0 | 0 | -4 | 5 | -4 | -10
36) O=C(COC(=O)CCS(=O)(=O)c1ccccc1)NC(=O)c1ccc(OC(F)F)cc1
→ -2 | -1 | 2 | -4 | 1 | 3 | 7 | 0 | -3
37) CN(C)CCNC(=O)C(=O)Nc1cc2c3c(c1)CCC(=O)N3CCC2
→ 1 | -1 | 0 | -4 | -6 | 2 | 10 | -1 | -1
38) COc1ccc(CNC(=O)COC(=O)c2ccc(Br)o2)cc1
→ 7 | -3 | 2 | 1 | 3 | -3 | -1 | 11 | -21
39) Clc1ccc2nc(N3CCCCC3)sc2c1
→ 88* | 1 | 2 | -9 | 90* | 4 | 33 | 97* | -9
40) Cc1ccc2c(c1)COc1c3ccc(C(=O)O)cc3nn1-2
→ 95* | -2 | 1 | -3 | 100* | 0 | -68 | 95* | -21
41) O=C(Nc1nnc(C2=COCCO2)o1)c1ccc(F)cc1
→ -15 | -1 | 0 | -4 | -5 | -11 | 0 | -17 | -5
42) CCN(Cc1ccccc1)C(=O)Cn1cc(S(=O)(=O)NC)c(S(=O)(=O)NC)c1
→ -3 | -5 | 1 | -2 | 0 | 6 | 21 | -20 | -4
43) CCN1CCN(C(=O)CN(c2ccc(F)cc2)S(=O)(=O)c2ccc(OC)c(OC)c2)CC1
→ 0 | 1 | 2 | -8 | 5 | 0 | 11 | 9 | 7
44) CCCCCOC(=O)CSc1n[nH]c(=O)[nH]c1=O
→ 1 | 3 | 1 | 3 | 2 | 4 | 14 | -1 | -5
45) N#C/C(=C\c1ccc(F)cc1)C(=O)Nc1ccccn1
→ -8 | 2 | -43 | 3 | -2 | 5 | -241 | -25 | 5
46) O=C(Nc1ccc(N2CCOCC2)cc1)c1cccc(S(=O)(=O)N2CCC(Cc3ccccc3)CC2)c1
→ -7 | 1 | 1 | -2 | 8 | -2 | 19 | -4 | 5
47) N#Cc1ccccc1NC(=O)CSc1nnc(-c2ccccc2)n1-c1ccccc1
→ 5 | -1 | -1 | 0 | 4 | 6 | -17 | -15 | -5
48) CN(C)CCCNC(=O)C(=O)NCC1OCCN1S(=O)(=O)c1cccs1 (stereo not given)
→ -1 | 1 | -3 | -6 | -16 | 46* | 3 | 13 | 14
49) COc1ccc(NC(=O)CSCC(=O)Nc2cc(Cl)ccc2N2CCCC2)cc1
→ -8 | -3 | -2 | 4 | -10 | 0 | 17 | -2 | 12
50) CCCCCCc1ccc(N2C[C@H](CCCCC)[C@@H](CC(=O)NCc3ccc(OC)cc3)C2=O)cc1
→ -1 | -8 | 2 | -1 | -5 | -11 | 22 | 0 | 18
51) Cc1ccccc1NC(=O)c1ccc2c(c1)C(=O)N(CCC(C)C)C2=O
→ -4 | 1 | 2 | -8 | 6 | -4 | 17 | 7 | 7
52) CCOC(=O)C1CCN(C(=O)c2sc3nc(C)nc(N4CCC(C)CC4)c3c2C)CC1
→ 6 | -6 | 4 | -6 | 9 | -3 | 18 | 6 | 2
53) O=c1cc(O)c2c(=O)n(C3CCCCC3)c3ccccc3c2o1
→ -3 | -5 | -57 | 13 | -1 | -6 | -55 | -13 | 1
54) O=C(Nc1ccn(Cc2c(F)c(F)cc(F)c2F)n1)c1ccc(COc2ccc(Cl)cc2Cl)o1
→ 3 | -6 | 1 | -3 | 0 | -1 | 16 | -6 | 6
55) COCCCN=C1NN=C(c2cc(C)n(-c3ccccc3)c2C)CS1
→ 7 | -4 | 2 | -5 | 3 | -7 | 2 | 2 | 17
56) CCOC(=O)C(CCCOc1cccc(OC)c1)C(=O)OCC
→ -5 | 0 | -1 | -2 | -6 | 5 | 7 | -1 | 6

# Shown tab-delimited: entries from further up
No.	Molecule	SENP8 block-1	MIN6 prolif	SENP1 inh	HKDC1 inh	SENP7 block	UBC13 inh	SENP8 block-2	SENP6 inh	PfGluPho inh
42	CCN(Cc1ccccc1)C(=O)Cn1cc(S(=O)(=O)NC)c(S(=O)(=O)NC)c1	-3	-5	1	-2	0	6	21	-20	-4
55	COCCCN=C1NN=C(c2cc(C)n(-c3ccccc3)c2C)CS1	7	-4	2	-5	3	-7	2	2	17
48	CN(C)CCCNC(=O)C(=O)NCC1OCCN1S(=O)(=O)c1cccs1 (stereo not given)	-1	1	-3	-6	-16	46*	3	13	14
36	O=C(COC(=O)CCS(=O)(=O)c1ccccc1)NC(=O)c1ccc(OC(F)F)cc1	-2	-1	2	-4	1	3	7	0	-3
56	CCOC(=O)C(CCCOc1cccc(OC)c1)C(=O)OCC	-5	0	-1	-2	-6	5	7	-1	6
38	COc1ccc(CNC(=O)COC(=O)c2ccc(Br)o2)cc1	7	-3	2	1	3	-3	-1	11	-21

# From PubChem
